AID2073 = inhibitors of Mint1-CaV2.2 protein interaction, biochemical, HTRF (AID 2073); Voltage-dependent N-type calcium channel subunit alpha-1B (Homo sapiens); HTRF protein-protein interaction, Mint1-CaV2.2; higher % means a stronger effect; one-dose inhibition, % at 20 µM; IC50 in µM for titrated hits; 290,000 tested, 0.19% active; in the data active = inhibition mostly above about 51%, no sharp cut-off; inconclusive = no clear call, values can overlap the other calls; inactive = mostly below about 53%; also: some results filed as inactive read as strong as hits
Dengue-2 NS5 capping = Dengue-2 NS5 methyltransferase inhibitors, primary screen, biochemical, confirmation dose response (AID 588689); Genome polyprotein (Dengue virus type 2 (strain 16681-PDK53)); one-dose inhibition, % at 25 µM; IC50 in µM for titrated hits; 340,000 tested, 0.3% active; Dengue-2 NS5 methyltransferase capping enzyme assay, biochemical; higher % means a stronger effect; in the data active = a potency from the dose series; inconclusive = inhibition above about 29% without an active follow-up result
KOR beta-arrestin-1 = KOR antagonists, beta-arrestin recruitment, cell-based, luminescence, uHTS (AID 1778). Kappa-type opioid receptor (Homo sapiens). 290,000 tested, 0.091% active. KOR beta-arrestin recruitment, luminescence, antagonist mode; higher % means a stronger effect. inhibition, % at 10 µM; hits with a dose series show IC50 in µM; also: strong numbers were not always called active
HIV fusion peptide = inhibitors of HIV fusion peptide binding, primary screen, biochemical, uHTS, fluorescence dequenching (AID 1986); cell-free peptide binding, fluorescence dequenching, 30 min; higher % means a stronger effect; inhibition, % at 20 µM; hits with a dose series show IC50 in µM; 290,000 tested, 0.3% active; in the data active = inhibition mostly above about 52%, no sharp cut-off; inactive = mostly below about 76%; also: some results filed as inactive read as strong as hits
KOR beta-arrestin-2 = KOR agonists, beta-arrestin recruitment, primary screen, cell-based, luminescence, uHTS (AID 1777); one-dose activation, % at 10 µM; EC50 in µM for titrated hits; 280,000 tested, 0.02% active; Kappa-type opioid receptor (Homo sapiens); KOR beta-arrestin recruitment, luminescence; higher % means a stronger effect; in the data active = activation above about 50%, passing the limit was not always enough; also: a part of the inactive calls stands beside numbers as strong as those of hits
NOD2 inhibition = NOD2 signaling inhibitors, cell-based, luminescence, uHTS, HEK293 (AID 1566). HEK293 NOD2/NF-kB luciferase reporter, luminescence; higher % means a stronger effect. inhibition, % at 4 µM, or EC50 in µM where a hit was titrated. 290,000 tested, 0.63% active; also: many of its hits are not listed in these tables
West Nile virus CPE = West Nile virus antiviral activity, cell-based, CPE readout (AID 1621) | CPE inhibition, % at 10 µM; hits with a dose series show IC50 in µM | 290,000 tested, 0.02% active | West Nile virus-infected cells, CPE inhibition; higher % means a stronger effect; in the data active = a potency from the dose series; inconclusive = CPE inhibition mostly from about 3.7% at the one dose, without a potency; inactive = the rest, 99 in 100 with CPE inhibition below about 2.2%; also: strong numbers were not always called active
Yfh1-depleted yeast = enhancers of respiration in Yfh1-depleted yeast, dose response, Friedreich's ataxia, plus single-dose screen (AID 1465); fold induction at 50 µM, or EC50 in µM where a hit was titrated; S. cerevisiae Yfh1-off respiration, WST-1 reduction, 72 h; higher fold induction means a stronger effect; 220,000 tested, 0.074% active;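 active = fold induction of absorbance versus untreated yeast above a set limit, then at least 30% activation at any dose in follow-up; inconclusive = repeats straddling the limit, or above it without dose testing; inactive = fold induction below the set limit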;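 also: activators that raise dye reduction in frataxin-depleted yeast; strong numbers were not always called active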
NOD1 NF-kB reporter = NOD1 signaling inhibitors, primary screen, cell-based, luminescence, uHTS (AID 1578) | NOD1-driven NF-kB luciferase reporter cells, luminescence; higher % means a stronger effect | one-dose inhibition, % at 4 µM; EC50 in µM for titrated hits | 290,000 tested, 1% active; in the data active = inhibition mostly above about 36%, no sharp cut-off; inactive = mostly below about 34%;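 also: HEK-293T reporter cells stimulated with the NOD1 agonist gamma-tri-DAP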
Dengue-2 NS5 capping pilot replicate = second read-out of Dengue-2 NS5 capping, no call of its own (marks repeat the call); inhibition, %; measured here: pilot screen replicate inhibition
Active calls of the source: *; i = inactive; ? = inconclusive; / = no result given; [ ] = remark or other dose. Rule as the data show it, unless noted: active = inhibition above about 50%; inactive = the rest. Some of the compounds tested (hit frequency here may not be typical).

SMILES | AID2073 | Dengue-2 NS5 capping | KOR beta-arrestin-1 | HIV fusion peptide | KOR beta-arrestin-2 | NOD2 inhibition | West Nile virus CPE | Yfh1-depleted yeast | NOD1 NF-kB reporter | others
Cc1csc(CN(C)C(=O)CC2C(=O)NCCN2Cc2ccc(F)cc2Cl)n1 (configuration not stated) | -16% | 4% | -9% | 1.4% | -2.6% | 12% | 0.0% | / | -11%
CC1CCCCN1Cc1nc2c(c(=O)n(C)c(=O)n2C)n1CCc1ccccc1 (configuration not stated) | -6% | -12% | 24% | -0.5% | -3.9% | -8% | 0.2% | i | -9%
CCc1ccc(C(=O)COC(=O)c2cnc(C)cn2)cc1 | 2% | -4% | -31% | -0.5% | 5.1% | 0% | 0.2% | i | -26%
Cc1cc(C)n2nc(SCc3nnc(SCCCCl)o3)nc2n1 | -12% | -5% | -4% | 0.7% | -1.4% | 11% | -0.6% | i | 3%
N=C(N)SCc1cccc2ccccc12 | 3% | 4% | -12% | -1.9% | 3.5% | 20% | -0.1% | i | 21%
COc1ccccc1NC(=O)c1cc2cc(Br)ccc2oc1=N | 8% | -15% | 0% | -1.4% | -2.6% | 39% | -1.1% | / | 0%
COC(=O)c1cc(OC)c(OC)cc1NC(=O)C(C)c1ccc([N+](=O)[O-])cc1 (configuration not stated) | -4% | -5% | 3% | -1.5% | -2.2% | -4% | 0.4% | i | -11%
O=C(NCC1CCCO1)C1CCN(C2CCN(C(=O)CC3CCCC3)CC2)CC1 (configuration not stated) | 32% | -4% | 0% | 0.0% | / | -4% | 0.2% | i | 0%
Cc1ccc(/C=N/N2CCCCC2)o1 | 21% | -12% | -9% | -1.3% | 0.9% | 2% | -0.5% | i | -16%
COc1ccccc1NC(=O)c1oc2ccccc2c1NC(=O)C1CC1 | 16% | -8% | -35% | -0.3% | -5.1% | 6% | 0.0% | / | -16%
CS(=O)(=O)N(CC(=O)NCCc1ccccc1)c1cccc([N+](=O)[O-])c1 | 3% | -4% | -30%[20 µM] | 0.1% | -0.9% | -12% | -0.5% | i | -24%
Cc1ccc(C)c(OCc2cc(C(=O)N3CCN(c4ccccc4C)CC3C)no2)c1 (configuration not stated) | -10% | -1% | -29% | 2.7% | 5.3% | -10% | -1.2% | / | -8%
C/C(=N\NC(=O)Cc1ccccc1[N+](=O)[O-])c1cccnc1 | -2% | 0% | -1% | 0.3% | -1.8% | 18% | -0.8% | / | -3%
COc1ccc(NC(=O)C2CC(=O)N(c3ccccc3Cl)C2)c(OC)c1 (configuration not stated) | 6% | -3% | -30% | 0.9% | 5.3% | 5% | -0.2% | / | -23%
Cc1cccc(Nc2nc(N)nc(CSc3nccc(C)n3)n2)c1 | 2% | -1% | -5% | 2.7% | -1.0% | 6% | 0.2% | i | -24%
CCCCN1CN(S(=O)(=O)c2cccs2)c2nc3ccccc3nc21 | -2% | / | -11% | 1.5% | 4.3% | -7% | 0.0% | i | -26%
CN1C(=O)/C(=C/c2ccc(O)c([N+](=O)[O-])c2)NC1=S | -28% | -2% | 15%[20 µM] | 0.0% | -6.0% | -8% | -0.7% | i | 0%
Clc1ccc(-c2nnc(-c3ccccc3)c(N3CCSCC3)n2)cc1 | 14% | -1% | 10% | 0.4% | -4.2% | 4% | -0.5% | i | 14%
COc1ccc(C(=O)NNC(=O)Nc2ccc(C)cc2)cc1 | 6% | -7% | -14% | -0.9% | 4.4% | 16% | 0.0% | i | -2%
COCc1cc(C)nc(SCC(=O)Nc2ccccc2C)c1C#N | 0% | -8% | -4% | -2.1% | 4.6% | 1% | -0.1% | i | -12%
Cc1cc(C)c(/C=N/NC(=O)c2nnn(-c3nonc3N)c2CN2CCC(C)CC2)c(C)c1 | 1% | -11% | -28% | 0.5% | -0.4% | 6% | ? | / | -8%
CCN(CC)S(=O)(=O)c1ccc2c(c1)oc(=O)n2CC(=O)NC1CCCCC1 | 4% | 1% | 14% | 0.4% | 3.6% | -7% | -0.1% | / | 3%
CN(C)CCCNC(=S)N1CCC(c2nc3ccccc3[nH]2)CC1 | -4% | -5% | 12%[20 µM] | 0.2% | -6.5% | 12% | 0.4% | / | -1% | Dengue-2 NS5 capping pilot replicate=-1.8
CCC(CC)N1CCN(S(=O)(=O)c2ccc(OC)cc2)CC1 | -6% | / | -10%[20 µM] | 0.3% | -6.0% | 0% | 0.0% | / | -30%
Cc1nnc2c3ccccc3c(-c3ccc(O)cc3)nn12 | 0% | 0% | 13% | 0.7% | -8.7% | -11% | / | / | -82%

Going on with the list:
SMILES | AID2073 | Dengue-2 NS5 capping | KOR beta-arrestin-1 | HIV fusion peptide | KOR beta-arrestin-2 | NOD2 inhibition | West Nile virus CPE | Yfh1-depleted yeast | NOD1 NF-kB reporter | others
CCN(CC)C(=O)COc1ccc2oc(C)c(C(=O)OC(C)C)c2c1 | -8% | -2% | 18% | 0.6% | -4.7% | -10% | 0.0% | i | -7%
Cc1ccc(NCC(=O)Nc2ccc(Br)cc2)cc1C | 1% | / | 8% | 1.5% | -4.4% | -5% | -0.5% | / | -46%
NNc1nc(-c2ccccc2)cs1 | 24% | -24% | -5% | 1.5% | -0.1% | -86% | -0.3% | i | -53%
Cc1cc(C)c2c(N)c(C(=O)Nc3ccc([N+](=O)[O-])cc3)sc2n1 | 49% | -4% | 14% | -5.9% | -3.7% | -58% | -0.6% | / | -6%
CCCOc1ccc(CC(=O)NCCc2ccccc2)cc1OC | 3% | -12% | -25%[20 µM] | -2.6% | 3.7% | -1% | -0.3% | / | -10%
O=S(=O)(c1cccs1)N1CCN(c2ccc(F)cc2)CC1 | 1% | 1% | -9% | -1.2% | -2.1% | -5% | -1.2% | / | -17%
O=C(NC1CCN(C(=S)NCCc2ccccc2)CC1)C1CC1 | -10% | -5% | -16%[20 µM] | 1.1% | / | 16% | -0.5% | i | -45%
CC(C)CC(NC(=O)c1ccco1)C(=O)Nc1ccc2c(c1)OCCO2 (configuration not stated) | -2% | -2% | 35% | -2.3% | -3.1% | -7% | 0.0% | i | 15%
CCC(C)(C)NC(=O)C(c1cccs1)N(C(=O)c1ccn[nH]1)c1ccccc1 (configuration not stated) | -11% | 5% | -46%[20 µM] | -0.3% | 3.6% | 17% | 0.6% | i | 8%
COc1ccc(NC(=O)CCl)cn1 | -6% | / | 24% | 41% | 0.2% | 6% | 1.1% | i | -2%
CN(C)S(=O)(=O)n1cc(/C=C(\NC(=O)c2ccccc2)C(=O)N2CCCC2)c2ccccc21 | 6% | -3% | -15% | 1.0% | -4.4% | 16% | 0.0% | / | -22%
CCN(CC)S(=O)(=O)c1ccc(/C=C/C(=O)Nc2c(C)n(C)n(-c3ccccc3)c2=O)cc1 | 4% | -11% | 21% | -2.0% | -4.5% | 16% | -0.3% | i | -5%
CC(C(=O)NC1CCCC1)N(Cc1ccc2c(c1)OCO2)C(=O)c1snc(C(N)=O)c1N (configuration not stated) | 0% | -4% | -23% | 0.0% | -0.1% | -32% | 0.2% | i | -39%
CC1(N2CCCCC2)CC2(O)C(=[N+]1[O-])CCC/C2=N\O (configuration not stated) | 8% | 3% | -34% | 0.6% | -0.8% | 18% | / | / | 4%
COc1ccc(Cl)cc1NC(=O)CN(C)C(=O)Cc1ccc2c(c1)CCC2 | 2% | 3% | -19% | 0.4% | 7.9% | -14% | -0.9% | / | -14%
O=C(O)c1cc(NN=Nc2ccc(Br)cc2)cc([N+](=O)[O-])c1 | 0% | 2% | / | 52% | 2.9% | -37% | 0.6% | i | -10%
CC(C)OC(=O)CNc1n[nH]c(=S)[nH]c1=O | -18% | -9% | 10% | -1.5% | -1.9% | 1% | 0.9% | i | -47%
Cc1cc2ccccc2c(=O)n1CC(=O)NCC(=O)N(C)C1CCCCC1 | -2% | -7% | -12% | 0.1% | 0.3% | 7% | -0.6% | i | 8%
COc1ccccc1C1/C(=C(/O)c2ccccc2)C(=O)C(=O)N1CC(C)O (configuration not stated) | 6% | 3% | 20% | -1.0% | -4.7% | 13% | 0.1% | i | -14%
COc1ccc(N2C(=O)CCC(C(=O)N3CCCCC3)C2c2ccc(F)cc2)cc1 (configuration not stated) | 6% | -4% | 16% | 1.2% | -4.4% | -12% | -0.1% | i | -22%
COc1ccc(C2C(C(=O)N3CCC(C)CC3)c3ccccc3C(=O)N2C)cc1 (configuration not stated) | 15% | 4% | 27% | 3.2% | 7.3% | 1% | 0.6% | i | -14%
CCOC(=O)CSc1nc(Nc2ccc3c(c2)OCO3)c2ccccc2n1 | -9% | -5% | -19% | -1.1% | -1.7% | 86%* | -0.1% | i | 1%

Five successive entries from above, quoted:
SMILES | AID2073 | Dengue-2 NS5 capping | KOR beta-arrestin-1 | HIV fusion peptide | KOR beta-arrestin-2 | NOD2 inhibition | West Nile virus CPE | Yfh1-depleted yeast | NOD1 NF-kB reporter | others
Cc1cc2ccccc2c(=O)n1CC(=O)NCC(=O)N(C)C1CCCCC1 | -2% | -7% | -12% | 0.1% | 0.3% | 7% | -0.6% | i | 8%
COc1ccccc1C1/C(=C(/O)c2ccccc2)C(=O)C(=O)N1CC(C)O (configuration not stated) | 6% | 3% | 20% | -1.0% | -4.7% | 13% | 0.1% | i | -14%
COc1ccc(N2C(=O)CCC(C(=O)N3CCCCC3)C2c2ccc(F)cc2)cc1 (configuration not stated) | 6% | -4% | 16% | 1.2% | -4.4% | -12% | -0.1% | i | -22%
COc1ccc(C2C(C(=O)N3CCC(C)CC3)c3ccccc3C(=O)N2C)cc1 (configuration not stated) | 15% | 4% | 27% | 3.2% | 7.3% | 1% | 0.6% | i | -14%
CCOC(=O)CSc1nc(Nc2ccc3c(c2)OCO3)c2ccccc2n1 | -9% | -5% | -19% | -1.1% | -1.7% | 86%* | -0.1% | i | 1%

High-throughput results as filed in PubChem BioAssay.
